# Compound activity: PubChem BioAssay, National Center for Advancing Translational Sciences (NCATS)
# D3 ag – agonists of human D3 dopamine receptor | P35462 | max activation, % | actives 0.58% (n = 410,000) | D3R DiscoveRx beta-arrestin cells, luminescence, 90 min; in the data active means max activation above about 30%; further: 0% is about no effect; mostly tested at two doses, the higher about 12 µM
# Target sequence (P35462 whole entry, looked up): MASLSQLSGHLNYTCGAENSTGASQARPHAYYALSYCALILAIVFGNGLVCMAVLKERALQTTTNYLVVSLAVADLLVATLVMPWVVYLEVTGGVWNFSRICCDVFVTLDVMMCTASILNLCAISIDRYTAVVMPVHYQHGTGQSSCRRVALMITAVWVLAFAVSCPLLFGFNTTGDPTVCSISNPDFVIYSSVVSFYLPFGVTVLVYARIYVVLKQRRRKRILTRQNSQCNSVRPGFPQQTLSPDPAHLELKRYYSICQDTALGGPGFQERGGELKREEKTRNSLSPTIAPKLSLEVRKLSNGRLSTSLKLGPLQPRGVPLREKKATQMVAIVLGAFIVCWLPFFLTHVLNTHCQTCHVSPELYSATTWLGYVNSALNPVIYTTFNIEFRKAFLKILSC
#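 Agonist-mode cell screen: cells plated at 1500/well and incubated overnight at 37 °C, then exposed to library compounds for 90 min at 37 °C. Detection reagent was added for 30–60 min at room temperature, and luminescence was read.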
# GLP1R cytotox – cytotoxicity in counter-screen for GLP-1R inverse agonists; HEK293 cAMP-luciferase reporter cells, luminescence, 24 h; actives 0.13% (n = 410,000); AID 624418; Potency, µM (doses to about 38.3 µM), without a hit: top-dose activity change, negative = inhibition, usual class: inhibitors;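 further: loss of luciferase light is scored as toxicity; potency means the concentration at half of the fitted maximal effect; on the % scale 0 is the no-effect control and ±100 the full control effect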
#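 1536-well qHTS counterscreen of the MLSMR; 200 cells/uL, 12 h pre-incubation, 23 nL cpd, 24 h at 37 deg C 5% CO2, luciferase detection reagent, 12 min RT, luminescence. Inhibition = undesired.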
# WRN helicase inh – blocks human WRN helicase. WRN helicase unwinding, fluorescent forked duplex, kinetic. Q14191. Potency, µM (series often up to 114 µM), without a hit: at the highest dose activity change, negative = inhibition, hits mostly inhibitors. actives 0.46% (n = 360,000); further: potency means the concentration at half of the fitted maximal effect; on the % scale 0 is the no-effect control and ±100 the full control effect; nearly all actives have a fitted effect of over 55% in size
#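 Primary qHTS, 1536-well format. 20 nM WRN + compound, 15 min RT; start with 100 nM forked fluorophore/quencher duplex, 2 mM ATP (final); kinetic read ex 525/em 598 nm.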
# PLK1 PBD inh – inhibitors of human PLK1 polo-box domain binding | P53350 | Plk1 PBD binding of FITC phosphopeptide, fluorescence polarization | Potency, µM, without a hit: max response, negative = inhibition, most hits filed as inhibitors | actives 2.8% (n = 360,000) | AID 720504; further: potency means the concentration at half of the fitted maximal effect; series mostly up to about 57 µM; on the % scale 0 is the no-effect control and ±100 the full control effect; nearly all actives have a fitted effect of over 65% in size
# Target sequence (P53350 whole entry, looked up, the tested form may be a part): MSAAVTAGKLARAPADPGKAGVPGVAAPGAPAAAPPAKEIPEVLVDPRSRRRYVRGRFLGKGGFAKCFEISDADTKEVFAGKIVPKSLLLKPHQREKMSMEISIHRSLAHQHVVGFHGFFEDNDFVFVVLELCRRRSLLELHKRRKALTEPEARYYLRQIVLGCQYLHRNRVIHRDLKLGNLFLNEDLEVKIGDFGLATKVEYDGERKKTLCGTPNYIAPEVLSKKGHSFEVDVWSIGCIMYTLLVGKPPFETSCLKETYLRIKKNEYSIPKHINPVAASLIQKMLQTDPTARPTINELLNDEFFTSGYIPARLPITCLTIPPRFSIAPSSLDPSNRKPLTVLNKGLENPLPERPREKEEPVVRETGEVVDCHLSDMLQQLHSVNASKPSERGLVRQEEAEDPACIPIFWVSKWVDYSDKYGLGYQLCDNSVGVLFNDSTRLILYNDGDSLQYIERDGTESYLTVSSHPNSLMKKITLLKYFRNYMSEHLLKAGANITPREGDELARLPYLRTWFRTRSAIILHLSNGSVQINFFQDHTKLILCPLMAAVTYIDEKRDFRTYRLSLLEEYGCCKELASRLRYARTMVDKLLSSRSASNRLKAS
# IL-2 act – activates IL-2 in a cell-based reporter assay; IL-2 activation reporter assay, cell-based qHTS; stimulated with anti-CD3/CD4/CD28 beads; in transgenic mouse T cells; activation, % (series mostly up to about 46 µM); actives 0.065% (n = 360,000); AID 652025; in the data active means activation above about 50%; inconclusive means mostly about 30% to 49%; further: 0% is about no effect
#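 Readout is EGFP and DsRed signal by fluorescent plate cytometry after 18 h at 37 degrees C. Transgenic mouse T cells (750/well) received compound for 60 min before bead stimulation (anti-CD3, anti-CD4, anti-CD28); memory T cells served as non-tolerant control.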
# GLP-1R inv ag – acts as inverse agonist at human GLP-1 receptor. P43220. HEK293 GLP-1R CRE-luciferase, luminescence, 24 h; GLP-1R form is constitutively active. Potency, µM (titrated, usually from 38.3 µM), inactives show at the top dose activity change, negative = inhibition, actives largely listed as inhibitors. actives 1.6% (n = 410,000). AID 624417; further: potency means the concentration at half of the fitted maximal effect; on the % scale 0 is the no-effect control and ±100 the full control effect; nearly all actives have a fitted effect of over 55% in size
#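 HEK293 cells stably co-expressing a cAMP-responsive luciferase reporter and constitutively active GLP-1R were seeded, incubated 12 h, then exposed to compounds for 24 h at 37 C. Luminescence was read 12 min after detection reagent; inverse agonists lower signal.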
# GLP1R ag – agonists of human GLP-1 receptor. P43220. HEK293 GLP-1R CRE-luciferase, luminescence, 4-6 h; cells express a hypersensitive GLP-1R form. Potency, µM (doses to about 45.6 µM), for the others: top-dose activation, hits mostly activators. actives 0.007% (n = 380,000); further: potency means the concentration at half of the fitted maximal effect; % of control where 0% means no effect
# PI5P4Ka inh – blocks human PI5P4K alpha kinase activity; P48426; PI5P4Kalpha enzyme, ADP-Glo luminescence, 60 min; hits give low values; max response, %; actives 1.2% (n = 330,000); active means max response of -50% or lower; inconclusive means between -30% and -50%; inactive means -30% or higher; further: value at the top dose of about 77 µM; on the % scale 0 is the no-effect control and ±100 the full control effect
#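 PI5P4Kalpha ADP-Glo assay; 5 microM ATP final; 60 min RT reaction; HEPES pH 7.4/EGTA/CHAPS, 5% DMSO; controls lacking substrate or enzyme; luminescent end-point.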
# DRD3 antagonist – antagonists of human D3 dopamine receptor; P35462; D3R cells, DiscoveRx beta-arrestin luminescence, antagonist mode; hits give low values; max response, negative = inhibition, %; actives 2.5% (n = 360,000); AID 652054; in the data active means max response below about -50%; inconclusive means no clear call, values can overlap the other calls; further: on the % scale 0 is the no-effect control and ±100 the full control effect; mostly tested at two doses, the higher about 12 µM
#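 Cells plated overnight at 1500 cells/well, then exposed to library compounds with dopamine controls for 90 minutes at 37 degrees C. DiscoveRx reagent added for 30–60 minutes at room temperature; luminescence read, quantitative HTS format.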
# Starred values were filed as active, the others as inactive; ? = inconclusive; nt = not tested or not shown; [ ] = another dose, or the depositor's remark. Unless noted, the call rests on the fitted dose curve; in most records, active means well fitted curve in the direction sought with a large enough effect; inconclusive means small, poorly fitted or top-dose-only effect, or another doubt; inactive means no such curve, though single readings can be large; an effect the other way counts as inactive or inconclusive. Rows were taken by chance. Share with any hit: about 7.8%.
Molecule	D3 ag	GLP1R cytotox	WRN helicase inh	PLK1 PBD inh	IL-2 act	GLP-1R inv ag	GLP1R ag	PI5P4Ka inh	DRD3 antagonist
COc1ccc(C)cc1S(=O)(=O)NCC(c1cccnc1)N1CCc2ccccc2C1 (stereo not drawn)	-8	-12%	6%	-21%	-4.1	?	10%	0	-12
O=C(COC(=O)C1CC(=O)N(Cc2ccccc2)C1)Nc1ccc(Cl)cc1F (stereo not drawn)	0	-6%	1%	7%	-2.9	-11%	1%	-3	16
Nc1ccc(S(=O)(=O)NC2=NCCCCC2)cc1N	-8	10%	5%	-17%	-0.3	7%	9%	8	-13
CCOc1ccccc1NC(=S)N1CCC(c2nc3ccccc3o2)CC1	0	-15%	-2%	-6%	-1.7	-26%	-5%	10	9
CSc1ccc(C2c3c(oc4ccccc4c3=O)C(=O)N2CCCN2CCOCC2)cc1 (stereo not drawn)	1	-8%	nt	nt	nt	6%	3%	nt	nt
Cc1cc(C)c2c(CCl)cc(=O)oc2c1	-13	-5%	0%	?	1.1	?	17%	-1	6
CC(=O)c1ccc(Nc2ncnc3ccc(Br)cc23)cc1	8	-3%	-6%	2%	3.6	-4%	-1%	2	12
CC(Oc1ccc(C#N)cc1)C(=O)c1ccc(F)c(F)c1 (stereo not drawn)	16	-7%	-8%	-3%	-2.1	-12%	0%	1	2
O=C(COC(=O)Cc1c(Cl)cccc1Cl)NCCC1=CCCCC1	4	2%	-4%	-1%	2.7	?	4%	-3	18
Cn1c(=O)c2c(O)c(C=NCc3ccccc3)c(=O)n(C)c2n(C)c1=O	-4	-9%	6%	4%	-3.8	14%	2%	4	7
Cc1[nH]nc2c1C(c1ccccc1)C1=C(CC(C)(C)CC1=O)N2 (stereo not drawn)	-1	-11%	6%	-4%	-2.7	0%	2%	-5	-22
COc1ccc(S(=O)(=O)NCCc2sc(C)nc2C)cc1	3	0%	nt	nt	nt	10%	9%	nt	nt
O=C(O)c1cc(NS(=O)(=O)c2ccc(F)cc2)cc(NS(=O)(=O)c2ccc(F)cc2)c1	-8	9%	9%	-1%	0.1	18%	-6%	-3	-8
Cc1ccc(N(CC(=O)NC(C)C)C(=O)CCC(=O)Nc2ccccn2)c(C)c1	-6	3%	-4%	8%	1.3	1%	-5%	2	0
O=C(O)COCC(=O)Nc1cc(C(F)(F)F)cc(C(F)(F)F)c1	5	-1%	-2%	3%	1.0	-5%	-6%	-4	11
O=c1oc2ccccc2cc1-c1nc2ccccc2o1	-4	48%[activator]	-11%	-3%	0.0	0%	-10%	nt	22
CC(C)n1c(Oc2ccc(F)cc2)nc2c1c(=O)n(C)c(=O)n2C	4	0%	0%	1%	0.3	22%	5%	-3	-2
CN(C)c1ccc(NC(=O)c2cc3c(=O)n4ccccc4nc3n2C)cc1	-1	15%	?	-25%	-1.1	9%	7%	-13	-11
CCOc1ccc(C(=O)NC2CCN(C(=O)N3CCCC3)CC2)cc1	-8	-10%	10%	-2%	2.1	15%	-28%	-4	6
CCN1C(=O)[C@H]2[C@@H](c3ccc(C)cc3)N3C(=O)N(c4ccc(C(F)(F)F)cc4)C(=O)[C@@]3(Cc3ccccc3)[C@H]2C1=O	2	-7%	-5%	5%	-0.8	?	-1%	5	29
O=C(CCc1nnc(Cc2c[nH]c3ccccc23)o1)NC(C1CC1)C1CC1	2	-4%[7.66 µM]	1%	-14%	1.3	2%[7.66 µM]	1%	-1	-12
CN1CCN(C(=S)NC(=O)/C=C/c2cccs2)CC1	-9	6%	-3%	-23%	-2.1	8%	5%	-20	-11
CNC(=O)CSc1nc2cc(S(=O)(=O)Nc3ccc(OC)cc3)ccc2o1	-3	20%	?	-9%	-2.7	13%	-3%	6	19
C/C(=N\NC(=O)c1ccc(O)cc1)c1ccc2c(c1)OCCO2	4	-9%	-3%	-3%	1.2	-1%	-3%	-24	0
COc1ccccc1Oc1ccc2c(c1)C(=O)N(CC1CCCO1)C2=O (stereo not drawn)	4	5%	-5%	0%	-1.5	-27%	4%	2	3
CCn1cc(Br)c(C(=O)Nc2ccc(F)cc2F)n1	-4	-1%	-8%	0%	-0.6	26%	9%	2	8
CCCCCSc1nnc(-c2cc(Br)ccc2N)c(=O)[nH]1	4	17%	-25%	-23%	5.0	-25%	-2%	3	?
Cc1ccc(N(Cc2ccccc2)C(=O)c2cccc(S(=O)(=O)N3CC(C)OC(C)C3)c2)cc1 (stereo not drawn)	-7	-9%	-7%	-9%	-4.5	?	9%	-8	-9
COc1cccc(CNC(=O)CC(NC(=O)c2ccccc2)c2ccccc2)c1 (stereo not drawn)	-13	-6%	10%	-9%	1.6	-2%	-2%	1	0
O=C(COC(=O)c1ccccc1O)NCc1ccc2c(c1)OCO2	5	-17%	9%	-2%	-0.5	0%	-1%	-5	21
CC(=O)c1ccc(S(=O)(=O)N2CCC(NC(=O)c3ccccc3)CC2)cc1	4	-2%	2%	1%	2.7	9%	-2%	-9	10
CN1CCN(CCCNC(=O)c2ccc3c(Cl)c4c(nc3c2)CCCC4)CC1	-5	?	12%	-19%	-1.2	-32%	12%	1	-16
COc1cc(/C=C/c2ccccc2)cc(OC)c1	9	9%	1%	-1%	-0.7	1%	27%	14	32
COCCn1c(SCc2ccc(C(=O)OC)o2)nc2cc(Cl)ccc2c1=O	-11	15%	-25%	-6%	-3.5	-18%	30%	nt	-29
COc1ccc(-n2nc3ccc(N)cc3n2)cc1	-5	4%	18%	3%	0.2	16%	8%	-2	19
COc1cc2c(cc1OC)C(CCc1ccccc1)=NCC2	-12	49%	-4%	-5%	-1.3	1%	26%	-9	-22
CC(=O)Nc1ccc(NC(=O)c2ccccc2-n2cnnn2)cc1	-4	2%	0%	4%	0.4	28%	3%	0	7
CC(=O)N/C(=C\c1ccccc1)C(=O)OCC(=O)c1ccccc1	6	-5%	1%	-7%	-2.4	0%	-1%	-2	16
Cc1cc(C(=O)Nn2c(C)nc3ccccc3c2=O)ccc1[N+](=O)[O-]	0	-5%	-9%	-8%	-0.4	18%	1%	1	7
COc1ccc(OC)c(S(=O)(=O)N2CCc3ccccc32)c1	3	-16%	8%	1%	-2.4	?	3%	0	1
NC(=O)CCC(NC(=O)OCc1ccccc1)C(=O)OCC(=O)c1ccccc1 (stereo not drawn)	-5	-3%	7%	-16%	-1.7	6%	1%	-7	-20
CC(=O)N1CCC(C(=O)NC2CCCc3c2cnn3-c2cc(F)cc(F)c2)CC1 (stereo not drawn)	1	0%	-14%	-4%	-0.6	4%	-1%	5	3
CCOC(=O)c1c(C)[nH]c(C(=O)COC(=O)c2c(CC)noc2C)c1C	23	2%	-2%	-2%	-4.5	41%[activator]	17%	14	48
Cc1ccc2c(c1)c1c(n2CC(O)Cn2c(C)nc3ccccc32)/C(=N\O)CCC1 (stereo not drawn)	0	?	-4%	-5%	-0.3	10µM*	-12%	-6	54
O=C(NCC1CCCO1)c1cc(C(=O)C2CC2)c[nH]1 (stereo not drawn)	1	4%	6%	0%	-0.5	0%	-5%	-3	9
Cc1cc(=O)oc2cc(Nc3ccccc3)ccc12	11	7%	0%	-5%	0.1	13%	15%	7	5
Fc1cc(Br)ccc1Nc1nc2ccccc2n2nnnc12	1	2%	2%	-7%	3.1	27%	11%	0	7
CCOC(=O)c1nnc(-c2ccccc2)[nH]c1=O	-8	19%	-6%	2%	-0.2	36%	0%	-4	6
Nc1c([N+](=O)[O-])cnnc1-c1ccccc1	1	20%	9%	-5%	-1.9	31%[activator]	-2%	-4	2
CNC(=O)c1c(NC(=O)c2ccco2)sc(C)c1C	-9	1%	-22%	-8%	0.8	56%[activator]	9%	2	0
COc1ccccc1CNC(=O)CN1CCN(c2ccc(C(C)=O)cc2)CC1	-8	6%	13%	-10%	-0.3	-7%	14%	4	-20
OC1(CNCc2cn[nH]c2-c2cc3ccccc3o2)CCCCC1	-7	16%[7.66 µM]	-3%	-4%	0.8	-13%[7.66 µM]	6%	5	-18
CCOC(=O)N1CCC(n2c(=S)[nH]c3cc(OCC)c(OCC)cc3c2=O)CC1	5	-10%	4%	-7%	-0.4	0%	-8%	nt	32

# Whole records, quoted from the list. Order of values: D3 ag	GLP1R cytotox	WRN helicase inh	PLK1 PBD inh	IL-2 act	GLP-1R inv ag	GLP1R ag	PI5P4Ka inh	DRD3 antagonist
# `Fc1cc(Br)ccc1Nc1nc2ccccc2n2nnnc12` across the screens: 1	2%	2%	-7%	3.1	27%	11%	0	7
# `CC(=O)c1ccc(S(=O)(=O)N2CCC(NC(=O)c3ccccc3)CC2)cc1` across the screens: 4	-2%	2%	1%	2.7	9%	-2%	-9	10
# `Cc1ccc2c(c1)c1c(n2CC(O)Cn2c(C)nc3ccccc32)/C(=N\O)CCC1` (stereo not drawn) across the screens: 0	?	-4%	-5%	-0.3	10µM*	-12%	-6	54

# In a second layout: results already given.
CC(=O)N1CCC(C(=O)NC2CCCc3c2cnn3-c2cc(F)cc(F)c2)CC1 (stereo not drawn)
  D3 ag: 1; GLP1R cytotox: 0%; WRN helicase inh: -14%; PLK1 PBD inh: -4%; IL-2 act: -0.6; GLP-1R inv ag: 4%; GLP1R ag: -1%; PI5P4Ka inh: 5; DRD3 antagonist: 3

CCOC(=O)c1c(C)[nH]c(C(=O)COC(=O)c2c(CC)noc2C)c1C
  D3 ag: 23; GLP1R cytotox: 2%; WRN helicase inh: -2%; PLK1 PBD inh: -2%; IL-2 act: -4.5; GLP-1R inv ag: 41%[activator]; GLP1R ag: 17%; PI5P4Ka inh: 14; DRD3 antagonist: 48

Cc1ccc2c(c1)c1c(n2CC(O)Cn2c(C)nc3ccccc32)/C(=N\O)CCC1 (stereo not drawn)
  D3 ag: 0; GLP1R cytotox: ?; WRN helicase inh: -4%; PLK1 PBD inh: -5%; IL-2 act: -0.3; GLP-1R inv ag: 10µM*; GLP1R ag: -12%; PI5P4Ka inh: -6; DRD3 antagonist: 54
